NCI-60 one-dose screen, 48 h, at 10 µM unless noted. Numbers give growth in % (100 = growth as untreated, 0 = no growth, -100 = all killed).
K-562 – K-562 leukemia; AID 1794777; hit rate 7.4% among 78,000
RPMI-8226 – RPMI-8226 leukemia cells | AID 1794781 | hit rate 7.5% among 77,000
SR – SR leukemia cells | hit rate 8.7% among 73,000
MCF7 – MCF7 breast cancer. hit rate 6.3% among 82,000. AID 1794796
MDA-MB-468 – MDA-MB-468 breast cancer; hit rate 8.5% among 78,000
MDA-MB-435 – MDA-MB-435 melanoma; hit rate 7.8% among 82,000
MDA-MB-231 – MDA-MB-231 breast cancer; hit rate 5% among 81,000
MOLT-4 – MOLT-4 leukemia cells | hit rate 6.9% among 80,000
Numbers without * were called inactive; / = not tested or not shown; & = joins results of further samples. The calls were made as follows: active = growth percent below 10; inactive = the rest.

1. C=C1CC[C@@H]2[C@]3(C)COC(c4ccccc4)O[C@@H]3CC[C@@]2(C)[C@@H]1C/C=C1/C(=O)OCC1OC(C)=O (stereo partly drawn)
2. NNS(=O)(=O)c1ccc(Cl)c(S(=O)(=O)NN)c1
3. C[C@]12CC[C@@H]3c4ccc(O)cc4CC[C@H]3[C@@H]1CC[C@@H]2NS(=O)(=O)c1cccc(OC(F)(F)F)c1
4. O=C(Cn1cc(-c2ccccc2)nn1)Nc1nc(-c2ccc(Cl)cc2)cs1
5. O=C(COc1ccc2c(c1)OCO2)N1CCN(c2cccc(Cl)c2)CC1
6. CC(=O)c1sc(-c2cccc(C)c2)cc1N
7. Cc1cccc(Cl)c1NC(=O)CN1CCOCC1
8. COC(=O)CC(CNC(=O)Nc1ccc(Cl)cc1Cl)C(=O)OC (stereo not drawn)

assay / compound,1,2,3,4,5,6,7,8
K-562,-40*,108,21,98,99,/,114,95
RPMI-8226,-42*,107,27,99,/,92,104,97
SR,-33*,110,20,99,82,74,99,/
MCF7,-57*,97,14,87,91,100,96,106
MDA-MB-468,-90*,97,46,93,110,97,116,96
MDA-MB-435,-29*,116,46,96,102,81,107,99
MDA-MB-231,-83*,114,21,104,134,93,111,88
MOLT-4,-29*,107,14,98,83,87,99,93

9. CC(=O)Oc1ccc(C(c2ccc(OC(C)=O)cc2)c2ccccn2)cc1
10. C/C(=N/NC(=S)NC1CCCCC1)c1sc(Nc2ccc(C)cc2)nc1C
11. C[C@H]1[C@H](OC(=O)CCC(=O)O)O[C@@H]2O[C@]3(C)CC[C@H]4[C@H](C)CC[C@@H]1[C@@]24OO3
12. Cc1ccc(C2CC(c3cccc(Nc4ccncc4)c3)=NN2c2cc(Cl)cc(Cl)c2)cc1 (stereo not drawn)
13. O=C1c2ccc3c4c(ccc(c24)C(=O)N1CCCN=C=S)C(=O)N(CCCN=C=S)C3=O
14. N#C/C(=C\c1ccc(Cl)cc1Cl)C(N)=O
15. COc1cc2c(cc1OC)CC(C)N=C2 (stereo not drawn)
16. O=c1cc(O)cc2n1CCC2

assay / compound,9,10,11,12,13,14,15,16
K-562,99&90,96,/,1.4*,72,80,98,102
RPMI-8226,104&83,94,26,16,45,111,77,109
SR,98&95,92,-2.3*,1.2*,54,80,94,/
MCF7,35&21,88,28,-45*,59,76,105,95
MDA-MB-468,17,98,29,-30*,96,96,98,107
MDA-MB-435,103&110,84,9.7*,-63*,104,99,97,105
MDA-MB-231,102&100,86,65,41,108,100,110,115
MOLT-4,103&93,93,15,1.7*,68,109,103,100

17. Clc1cccc(Nc2ncnc3onc(-c4ccccc4)c23)c1
18. COc1cc(-c2cc(=O)c3c(CC(=O)O)cc(O)cc3o2)cc(OC)c1OC
19. CCOc1cc2c(cc1OCC)C(c1cc(OC)c(O)cc1Cl)NCC2 (stereo not drawn)
20. CN(C)CCN1CCN(c2ncccc2C2Nc3ccccc3-n3cccc32)CC1 (stereo not drawn)
21. COc1ccc(NNS(=O)(=O)O)cc1
22. BrC1=C(Br)CCCC1
23. COc1ccc(OCCCC(=O)Nc2nnc(C3CC3)s2)cc1
24. CCOC(=O)c1sc(SSc2nc(C)c(C(=O)OCC)s2)nc1C

assay / compound,17,18,19,20,21,22,23,24
K-562,111,/,53,89,99,98,76,91
RPMI-8226,104,97,94,/,/,102,/,95
SR,92,86,99,98,93,73,71,93
MCF7,75,88,93,101,93,96,93,101
MDA-MB-468,54,99,61,109,99,95,/,126
MDA-MB-435,109,100,78,101,102,102,110,118
MDA-MB-231,80,93,89,94,/,110,99,104
MOLT-4,99,81,112,98,105,77,81,99

25. Cc1ccc(-c2nnc(CSc3nc(-c4c(Cl)cccc4Cl)c(C#N)c(=O)[nH]3)o2)cc1
26. N#CC1C2C=CC(CC2)C1C#N (stereo not drawn)
27. Cc1ccc2c(c1)=C(c1sc(=Nc3ccccc3)n(Cc3nc4ccccc4[nH]3)c1O)C(=O)N=2
28. O=C1Nc2ccc(F)cc2/C1=C/c1ccc(OCC(=O)c2ccccc2)cc1
29. COc1ccc(C2=NN3C(C2)c2cc(Br)ccc2OC3c2ccncc2)cc1 (stereo not drawn)
30. Cc1cc(=O)oc2cc(OCCCOc3ccc(/C=C/C(=O)Nc4ccccc4N)cc3)ccc12
31. COc1cc2c(cc1OCCCCCCN1CCN(c3ncnc4ccccc34)CC1)N=CC1CCCN1C2=O (stereo not drawn)
32. CCCNC(=O)c1cc(NCc2cc(O)ccc2O)ccc1O

assay / compound,25,26,27,28,29,30,31,32
K-562,86,103,38,66,75,18,-16*,84
RPMI-8226,105,99,83,78,78,0.2*,-47*,81
SR,103,96,38,75,64,21,-30*,88
MCF7,100,95,60,77,71,4.4*,11,79
MDA-MB-468,102,94,103,101,103,-48*,/,105
MDA-MB-435,116,100,86,97,92,38,-77*,107
MDA-MB-231,109,101,89,99,85,-2.7*,-29*,96
MOLT-4,97,86,46,68,68,12,-32*,89

Arranged by molar mass (smallest number first): part of the list above
32. CCCNC(=O)c1cc(NCc2cc(O)ccc2O)ccc1O
27. Cc1ccc2c(c1)=C(c1sc(=Nc3ccccc3)n(Cc3nc4ccccc4[nH]3)c1O)C(=O)N=2
31. COc1cc2c(cc1OCCCCCCN1CCN(c3ncnc4ccccc34)CC1)N=CC1CCCN1C2=O (stereo not drawn)

assay / compound,32,27,31
K-562,84,38,-16*
RPMI-8226,81,83,-47*
SR,88,38,-30*
MCF7,79,60,11
MDA-MB-468,105,103,/
MDA-MB-435,107,86,-77*
MDA-MB-231,96,89,-29*
MOLT-4,89,46,-32*

(more compounds)
33. COc1cc(-c2nnc(SC/C(=N\O)c3ccc(Cl)cc3)o2)cc(OC)c1OC
34. N#CCCCOc1ccc(Cl)cc1Cl
35. CC(=O)N1CCCCCC1=O
36. COC(=O)[C@@]1(O)C=Cc2nc3cnccc3c(=O)n21
37. COc1cc(C2CC(c3ccccc3)=NN2C(C)=O)cc(OC)c1OC (stereo not drawn)
38. CCOc1ccccc1-n1c(C2=C(O)c3ccccc3C2=O)nnc1-c1ccccc1
39. Cc1ccc(C2NC(=S)NC=C2C(=O)c2cc3ccccc3oc2=O)cc1 (stereo not drawn)
40. FC(F)(F)COCC(F)(F)F

assay / compound,33,34,35,36,37,38,39,40
K-562,98,/,93,105,37,96,95,101
RPMI-8226,96,100,100,107,82,85,95,96
SR,82,92,120,114,28,91,93,113
MCF7,103,105,103,97,15,97,/,104
MDA-MB-468,105,118,108,90,/,100,65,93
MDA-MB-435,106,110,105,103,-29*,114,104,99
MDA-MB-231,101,108,108,102,75,101,84,/
MOLT-4,91,97,87,106,29,80,107,113

41. COc1ccc2c(c1)c(C(=O)c1nc(-c3c[nH]c4ccc(F)cc34)no1)cn2C
42. Cc1ccc(Nc2c(O)nc[nH]c2=O)cc1
43. COC1=CC2C(O)c3ccccc3N3C(=O)CCC23C=C1OC (stereo not drawn)
44. CCOc1ccc(C(=O)N2CCN(c3nc(-c4ccccc4)cc(=O)n3C)CC2)cc1
45. CCCCn1c(=O)c(C2CNC(=O)c3ccccc3N2)cc2ccccc21 (stereo not drawn)
46. Cc1ccc(-c2cc(/C=N\O)no2)cc1C
47. O=C(c1ccc(Cl)cc1)N1CCN(c2ccnc3cc(Cl)ccc23)CC1
48. O=C(CSc1nnc(-c2ccc(Cl)cc2)n1-c1ccccc1)Nc1ccc(C(=O)/C=C/c2ccc(Cl)cc2)cc1

assay / compound,41,42,43,44,45,46,47,48
K-562,104,/,92,92,99,102,77,71
RPMI-8226,104,101,91,93,109,101,76,39
SR,100,/,92,95,102,77,122,75
MCF7,94,100,98,90,100,91,84,76
MDA-MB-468,118,102,94,104,107,94,73,101
MDA-MB-435,100,108,102,101,105,100,98,99
MDA-MB-231,105,/,99,90,78,108,89,97
MOLT-4,100,/,92,93,46,105,87,75

Rewritten with values under each structure: eleven of the compounds above
Below each SMILES – K-562 | RPMI-8226 | SR | MCF7 | MDA-MB-468 | MDA-MB-435 | MDA-MB-231 | MOLT-4
(37) COc1cc(C2CC(c3ccccc3)=NN2C(C)=O)cc(OC)c1OC (stereo not drawn)
→ 37 | 82 | 28 | 15 | / | -29* | 75 | 29
(38) CCOc1ccccc1-n1c(C2=C(O)c3ccccc3C2=O)nnc1-c1ccccc1
→ 96 | 85 | 91 | 97 | 100 | 114 | 101 | 80
(39) Cc1ccc(C2NC(=S)NC=C2C(=O)c2cc3ccccc3oc2=O)cc1 (stereo not drawn)
→ 95 | 95 | 93 | / | 65 | 104 | 84 | 107
(40) FC(F)(F)COCC(F)(F)F
→ 101 | 96 | 113 | 104 | 93 | 99 | / | 113
(41) COc1ccc2c(c1)c(C(=O)c1nc(-c3c[nH]c4ccc(F)cc34)no1)cn2C
→ 104 | 104 | 100 | 94 | 118 | 100 | 105 | 100
(42) Cc1ccc(Nc2c(O)nc[nH]c2=O)cc1
→ / | 101 | / | 100 | 102 | 108 | / | /
(43) COC1=CC2C(O)c3ccccc3N3C(=O)CCC23C=C1OC (stereo not drawn)
→ 92 | 91 | 92 | 98 | 94 | 102 | 99 | 92
(44) CCOc1ccc(C(=O)N2CCN(c3nc(-c4ccccc4)cc(=O)n3C)CC2)cc1
→ 92 | 93 | 95 | 90 | 104 | 101 | 90 | 93
(45) CCCCn1c(=O)c(C2CNC(=O)c3ccccc3N2)cc2ccccc21 (stereo not drawn)
→ 99 | 109 | 102 | 100 | 107 | 105 | 78 | 46
(46) Cc1ccc(-c2cc(/C=N\O)no2)cc1C
→ 102 | 101 | 77 | 91 | 94 | 100 | 108 | 105
(47) O=C(c1ccc(Cl)cc1)N1CCN(c2ccnc3cc(Cl)ccc23)CC1
→ 77 | 76 | 122 | 84 | 73 | 98 | 89 | 87

More results follow.
49. CN([N-]C(=O)CC(=O)[N-]N(C)C(=S)c1ccccc1)C(=S)c1ccccc1.[Cu+2]
50. C#C[C@]1(O)CC[C@H]2[C@@H]3CC=C4c5sc(Nc6cc(OC)ccc6OC)nc5CC[C@]4(C)[C@H]3CC[C@@]21C
51. FC(F)(F)c1ccc(-c2ccc(C3CC3)o2)cc1
52. O=C1OCC2=C1C(c1cccc(F)c1)c1cc3c(cc1N2CCO)OCCO3 (stereo not drawn)
53. O=c1oc(-c2csc(-c3cccs3)n2)cc2ccccc12
54. CC(Oc1ccc(C(=O)NS(=O)(=O)C(C)(C)C)cc1C(F)(F)F)c1ccc(Oc2cccnc2)cn1 (stereo not drawn)
55. NC(=O)c1c(N)n[nH]c1CC(=O)O
56. O=C1c2ccccc2C(Cl)(c2ccc(Cl)cc2)c2ccc(Cl)cc21 (stereo not drawn)

assay / compound,49,50,51,52,53,54,55,56
K-562,-30*,6.5*,108,8.7*,99,101,111,88
RPMI-8226,-14*,/,117,22,99,99,111,68
SR,-18*,3.1*,100,12,96,101,65,97
MCF7,-48*,-2.7*,105,16,54,102,101,100
MDA-MB-468,-58*,9.1*,99,-8.3*,48,112,109,88
MDA-MB-435,-84*,/,103,-41*,102,101,106,102
MDA-MB-231,-89*,36,102,25,86,111,105,84
MOLT-4,-36*,-5.9*,114,7.5*,92,106,96,102

57. COc1ccc(-c2cc(-c3cc(Cl)cc(Cl)c3Cl)[nH]n2)cc1
58. O=C(CN1CCCCCC1)Nc1nc2ccc(NCc3ccc(Br)cc3)cc2s1
59. Cc1ccc(S(=O)(=O)NCC[C@@H]2C[C@H]2c2cc3ccccc3o2)cc1
60. Cn1cc(Br)c2c3c(ccc21)[C@@H]1C=C[C@H]3O1
61. COc1ccccc1NCc1cccn1Cc1cccc2ccccc12
62. COc1cc(-c2nn(-c3ccc(NC(=O)NCCNS(=O)(=O)c4ccc(F)cc4)cc3)cc2-c2ccncc2)ccc1Cl

assay / compound,57,58,59,60,61,62
K-562,92,87,81,102,97,2.5*
RPMI-8226,77,78,88,92,94,-22*
SR,50,113,88,100,100,1.3*
MCF7,71,92,86,94,95,6.5*
MDA-MB-468,/,88,99,87,89,-27*
MDA-MB-435,63,103,105,109,101,-0.2*
MDA-MB-231,87,93,102,91,90,-31*
MOLT-4,62,88,88,77,93,12

High-throughput results deposited in PubChem BioAssay by NCI.
